From PubChem BioAssay
Diaph inh CS – diaphorase inhibitors and chemical oxidizers, primary screen, counter-screen for diaphorase-coupled primary assays, biochemical, uHTS, resorufin fluorescence. diaphorase resazurin-to-resorufin fluorescence, NADH, 16 min; bacterial (C. kluyveri) enzyme, not human. inhibition, % at 20 µM. actives 0.69% (n = 190,000). AID 1217, 2008;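 active means primary screen inhibition at 20 µM above a set limit, cut at about 50% in these data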;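 further: plate controls were DMSO with full reaction for no effect and wells lacking NADH for full effect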
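controls = No-NADH positive control and DMSO neutral control | system = Clostridium kluyveri diaphorase enzyme | timing = reaction incubation of 16 min at room temperature | signal = resorufin fluorescence 544/590 nm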
FLuc inh counter – firefly luciferase enzyme inhibitors, primary screen, artefact control for luciferase-based inhibitor screens, biochemical, luminescence, ATPLite; Luciferin 4-monooxygenase (Photinus pyralis), P08659; 10 min; inhibition, % at 10 µM; actives 1.5% (n = 200,000); AID 1006, 2008;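 active means inhibition above about 50% when tested at 10 µM, limit read from the data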
NF-kB expr up – activators of NF-kB expression in neurons, primary screen, cell-based, HTS; fold change at 12.5 µM; human neuronal cells, NF-kB reporter expression; stronger effect = higher value; AID 1239, 2008; actives 1.6% (n = 190,000); in the data active means fold change above about 3.3
APP 5UTR inh – inhibitors of APP translation via 5'UTR reporter, primary screen, APP 5'UTR luciferase, SH-SY5Y cells; actives 0.82% (n = 190,000); SH-SY5Y APP 5'UTR-luciferase reporter, luminescence; AID 1285, 2008; inhibition, % at 2 µM;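 active means inhibition above a set limit, derived from the sample mean plus 3 SD, cut at about 45% in these data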; further: values of inactives mirror those of a sister screen read the other way
FLuc act counter – FLuc activators, initial screening, artefact control for FLuc-dependent activation tests, biochemical, ATPlite luminescence; Luciferin 4-monooxygenase (Photinus pyralis), P08659; ATPlite luciferase biochemical, 10 min; 0 = ATP-free wells, 1 = DMSO control; activation factor at 10 µM; 200,000 tested, under 10 active;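 active means luciferase activation factor, scaled between plate controls, of at least 2 with compound at 10 µM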
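Material: Luciferase/luciferin reagent mix | Doses: Test compounds dosed from 2 mM stocks in 100% DMSO | Timing: 10 min incubation after luciferase reagent addition, room temperature | Measured by: Luminescence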
G6PDH CS – L. mesenteroides G6PDH inhibitors, counter-screen for G6PDH-coupled screening assays, biochemical, Leuconostoc mesenteroides enzyme. Purified L. mesenteroides G6PDH, diaphorase/resazurin coupled fluorescence, 45 min. inhibition, % at 5 µM. actives 0.12% (n = 200,000); in the data active means inhibition above about 50%
TLR4-MyD88 BLA – inhibitors of TLR4-MyD88 association in cells, primary screen, cell-based, HeLa CL3-4, BLA complementation, FRET ratio. HeLa CL3-4 TLR4/MyD88 BLA complementation. Toll-like receptor 4 (Homo sapiens) + Myeloid differentiation primary response protein …. inhibition, % at 8.4 µM. actives 0.18% (n = 200,000); in the data active means inhibition above about 25%;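 further: 0% = vehicle and 100% = reference inhibitor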
Target sequence (O00206 whole entry, looked up): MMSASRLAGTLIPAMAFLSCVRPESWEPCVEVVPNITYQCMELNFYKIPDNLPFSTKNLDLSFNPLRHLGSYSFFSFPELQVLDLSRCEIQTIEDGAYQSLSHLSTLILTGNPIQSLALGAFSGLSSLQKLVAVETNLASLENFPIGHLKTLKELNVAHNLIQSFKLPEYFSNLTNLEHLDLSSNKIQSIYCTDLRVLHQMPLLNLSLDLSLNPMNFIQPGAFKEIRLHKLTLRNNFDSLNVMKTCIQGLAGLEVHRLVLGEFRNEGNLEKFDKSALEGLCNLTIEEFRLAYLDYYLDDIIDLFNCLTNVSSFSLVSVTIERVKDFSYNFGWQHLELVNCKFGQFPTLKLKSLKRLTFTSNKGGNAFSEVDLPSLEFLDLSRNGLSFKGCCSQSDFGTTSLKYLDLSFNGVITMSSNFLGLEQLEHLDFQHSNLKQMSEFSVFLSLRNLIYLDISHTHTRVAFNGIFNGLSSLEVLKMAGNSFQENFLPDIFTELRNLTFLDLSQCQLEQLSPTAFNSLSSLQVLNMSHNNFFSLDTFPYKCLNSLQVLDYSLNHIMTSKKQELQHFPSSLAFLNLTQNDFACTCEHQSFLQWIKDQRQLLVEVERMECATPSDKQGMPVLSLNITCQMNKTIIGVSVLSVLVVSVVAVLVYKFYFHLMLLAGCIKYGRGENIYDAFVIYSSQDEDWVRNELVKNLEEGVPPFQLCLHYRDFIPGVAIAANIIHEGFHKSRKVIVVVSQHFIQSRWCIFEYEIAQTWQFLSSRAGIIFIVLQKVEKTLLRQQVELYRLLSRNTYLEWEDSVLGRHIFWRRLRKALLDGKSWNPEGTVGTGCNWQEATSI
Target sequence (Q99836 whole entry, looked up): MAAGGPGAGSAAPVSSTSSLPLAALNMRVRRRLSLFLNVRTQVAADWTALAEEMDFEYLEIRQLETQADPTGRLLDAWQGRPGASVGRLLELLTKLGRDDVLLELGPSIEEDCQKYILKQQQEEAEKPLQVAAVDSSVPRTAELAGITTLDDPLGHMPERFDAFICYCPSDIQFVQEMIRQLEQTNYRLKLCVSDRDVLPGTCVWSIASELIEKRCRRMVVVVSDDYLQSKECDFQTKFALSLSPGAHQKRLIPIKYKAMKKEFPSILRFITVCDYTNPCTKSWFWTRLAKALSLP
APP 5'UTR act – activators of APP 5'UTR luciferase reporter, primary screen, SH-SY5Y cells. SH-SY5Y APP 5'UTR luciferase reporter, luminescence; zero percent = DMSO vehicle wells. activation, % at 2 µM. actives 1% (n = 190,000). AID 1276, 2008;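 active means activation above a set limit, based on mean plus 3 SD of controls, cut at about 140% in these data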; further: values of inactives mirror those of a sister screen read the other way
Diaphorase act – compounds boosting diaphorase resazurin reduction – biochemical, uHTS, resorufin fluorescence, counter-screen for diaphorase-coupled primary assays, primary screen | activation factor at 20 µM | AID 1229, 2008 | actives 0.005% (n = 190,000) | Diaphorase/resazurin coupled assay, 16 min; stronger effect = higher value; 1 = vehicle wells, 0 = NADH-free wells;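 active means diaphorase activity raised at least twofold by the compound at 20 µM; inactive means activation factor below 2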
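System – purified diaphorase enzyme from Clostridium kluyveri · Input – enzyme 0.07 U/mL final · Also added – final NADH 0.114 mM, resazurin 0.1 mM · Measured by – fluorescence of resorufin, 544 nm excitation, 590 nm emission · Timing – 16 min enzyme reaction, ambient temperature · Measure – resorufin increase flagging diaphorase activators or reducers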
STAT1 activator – STAT1 signaling activators, primary screen, cell-based, HTS, luciferase reporter. actives 2.6% (n = 200,000). AID 932, 2007. activation (% of control), % at 5.5 µM. NIH 3T3 STAT1-luciferase reporter, IFN-gamma, luminescence; 100% = IFN-gamma alone, no compound;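 active means activation above the screen-wide mean activation plus 3 SD, cut at about 130% in these data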;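 further: raw ratio to IFN-gamma control signal so 100% means no change and 0% no light; values of inactives mirror those of a sister screen read the other way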
Starred values were filed as active, the others as inactive; . = not tested or not shown.

Start of the listing, in advance:
SMILES	Diaph inh CS	FLuc inh counter	NF-kB expr up	APP 5UTR inh	FLuc act counter	G6PDH CS	TLR4-MyD88 BLA	APP 5'UTR act	Diaphorase act	STAT1 activator
COc1ccc(C2C(C(=O)c3sc(C)nc3C)=C(O)C(=O)N2CCCn2ccnc2)cc1OC (stereo not drawn)	-6	0	1.5	-14	1	8	-11	13	1.1	92
CCN(CC)c1c([N+](=O)[O-])c(=O)n(C)c2ccccc12	30	-7	1.1	-7	1.1	3	-2	7	0.7	95
O=C1CC(=C2c3ccccc3-c3ccccc32)C(=O)N1CCCCN1CCN(c2ccccc2)CC1	-3	-7	1.2	11	1.1	0	10	-11	1	101
O=c1[nH]c2ccccc2n1Cc1ccccc1	0	-9	1.1	-2	1.1	0	-2	2	1	102
CCOC(=O)N1CCN(C(=O)C(CC(C)C)NC(=O)C2CCCCC2)CC1 (stereo not drawn)	12	-7	1	10	1.1	0	-9	-10	0.9	96
CC(NC(=O)Cc1ccc(-c2ccccc2)cc1)c1ccccc1 (stereo not drawn)	15	1	1.1	3	1	5	-15	-3	0.8	91
O=C(Nc1ccccc1)C12CC3CC(C1)CC(n1cnc([N+](=O)[O-])n1)(C3)C2	18	-7	1.1	-1	1.1	-3	14	1	0.8	105
Cc1cccc(NS(=O)(=O)c2cc(C(=O)OC(C)C(=O)NCc3ccc4c(c3)OCO4)ccc2C)c1 (stereo not drawn)	20	-13	0.71	-6	1.1	-17	-2	6	0.8	92
Cc1ccc(C(=O)c2sc3nsc(C)c3c2N)cc1	10	7	6.3*	-198	0.9	6	5	198*	0.9	154*
Cc1cc(C)n(CCc2nc3c4ccccc4n(CC#N)c(=O)n3n2)n1	-3	-1	0.94	.	1	-1	-6	.	1	106
COc1cc(SC)ccc1C(=O)NCc1ccc(C)cc1	15	4	1.7	-7	1	4	-2	7	0.8	104

Results, previewed entries included:
SMILES	Diaph inh CS	FLuc inh counter	NF-kB expr up	APP 5UTR inh	FLuc act counter	G6PDH CS	TLR4-MyD88 BLA	APP 5'UTR act	Diaphorase act	STAT1 activator
COc1ccc(C2C(C(=O)c3sc(C)nc3C)=C(O)C(=O)N2CCCn2ccnc2)cc1OC (stereo not drawn)	-6	0	1.5	-14	1	8	-11	13	1.1	92
CCN(CC)c1c([N+](=O)[O-])c(=O)n(C)c2ccccc12	30	-7	1.1	-7	1.1	3	-2	7	0.7	95
O=C1CC(=C2c3ccccc3-c3ccccc32)C(=O)N1CCCCN1CCN(c2ccccc2)CC1	-3	-7	1.2	11	1.1	0	10	-11	1	101
O=c1[nH]c2ccccc2n1Cc1ccccc1	0	-9	1.1	-2	1.1	0	-2	2	1	102
CCOC(=O)N1CCN(C(=O)C(CC(C)C)NC(=O)C2CCCCC2)CC1 (stereo not drawn)	12	-7	1	10	1.1	0	-9	-10	0.9	96
CC(NC(=O)Cc1ccc(-c2ccccc2)cc1)c1ccccc1 (stereo not drawn)	15	1	1.1	3	1	5	-15	-3	0.8	91
O=C(Nc1ccccc1)C12CC3CC(C1)CC(n1cnc([N+](=O)[O-])n1)(C3)C2	18	-7	1.1	-1	1.1	-3	14	1	0.8	105
Cc1cccc(NS(=O)(=O)c2cc(C(=O)OC(C)C(=O)NCc3ccc4c(c3)OCO4)ccc2C)c1 (stereo not drawn)	20	-13	0.71	-6	1.1	-17	-2	6	0.8	92
Cc1ccc(C(=O)c2sc3nsc(C)c3c2N)cc1	10	7	6.3*	-198	0.9	6	5	198*	0.9	154*
Cc1cc(C)n(CCc2nc3c4ccccc4n(CC#N)c(=O)n3n2)n1	-3	-1	0.94	.	1	-1	-6	.	1	106
COc1cc(SC)ccc1C(=O)NCc1ccc(C)cc1	15	4	1.7	-7	1	4	-2	7	0.8	104
CC(=O)NN1C(=O)c2ccc(Oc3cccc([N+](=O)[O-])c3)cc2C1=O	8	-12	1.2	4	1.1	6	2	-4	0.9	96
COCCCNC(CC(=O)Nc1ccccc1C(=O)OC)C(=O)O (stereo not drawn)	.	.	.	18	.	.	-17	-19	.	101
COc1ccc(Cn2c(O)c(C=Nc3ccc(O)cc3)c3ccccc3c2=O)cc1	13	-2	1.1	6	1	10	-3	-6	0.9	95
COc1cc([C@H]2[C@@H]3CCCC[C@]3(O)CCN2Cc2ccccc2F)ccc1O	13	-2	0.75	0	1	2	3	1	0.9	103
CC1Cc2ccccc2N1C(=O)CNCCCN(C)C (stereo not drawn)	15	-2	0.87	-7	1	0	-7	7	0.9	98
COc1cccc(Nc2ncccc2C(=O)Nc2ccccc2)c1	18	-2	0.81	2	1	-4	9	-2	0.8	102
Cc1occc1C(=O)N/N=C/C=C/c1ccccc1	0	14	2.6	-55	0.9	0	8	55	1	146*
COc1cc(-c2nn3c(-c4ccccc4)nnc3s2)cc(OC)c1OC	3	-2	0.5	12	1	6	2	-12	1	105
S=c1nc[nH]c2c1sc1nc(-c3ccccc3)c3c(c12)CCCC3	31	-8	1.1	7	1.1	-17	-13	-7	0.7	108
COc1ccc(NC(=O)CCS(=O)(=O)c2cccc3nonc23)c(OC)c1	10	-1	0.89	7	1	0	4	-7	0.9	98
CC1(C)CC(=O)c2c(O)c(-c3ccccc3)c(=O)n(-c3ccccc3)c2C1	14	-9	1	13	1.1	6	-4	-13	0.9	102
CC(C)COc1ccc(C(=O)Nc2ccc(NC(=O)c3ccco3)c(Cl)c2)cc1	5	4	1	-9	1	6	-11	9	0.9	96
O=C(CC1CCCCC1)Nc1ccc(-c2ccc3nncn3n2)cc1	2	-5	0.89	-1	1.1	-1	-6	1	1	93
CCOC(=O)N1c2ccccc2C=CC1OCC (stereo not drawn)	6	-6	1.1	-3	1.1	4	-6	3	0.9	96
Cc1c(NC(=O)c2ccc(N3C(=O)C4C5C=CC(C5)C4C3=O)cc2)c(=O)n(-c2ccccc2)n1C (stereo not drawn)	3	-5	1	-9	1	3	-11	9	1	110
COc1cc(/C=C2\C(=O)N(c3ccccc3)N=C2C)ccc1Oc1ccc([N+](=O)[O-])cc1[N+](=O)[O-]	33	-2	1.7	-17	1	-8	-1	17	0.7	96
CCOC(=O)C1CCN(C(=S)Nc2ccc(C)cc2)CC1	5	6	0.9	5	0.9	2	-5	-5	1	106
CCCC(=Nc1ccccc1)C1=C(O)C(C(=O)OC)C(C)(C)CC1=O (stereo not drawn)	24	0	1.1	-4	1	16	6	4	0.8	88
COc1cc(C(=O)N2CCC(NC(=O)C(Cc3ccccc3)NC(C)=O)CC2)cc(OC)c1OC (stereo not drawn)	24	9	1.1	-3	0.9	10	-6	3	0.8	100
O=C(Nc1c[nH]c(=O)[nH]c1=O)c1ccc([N+](=O)[O-])cc1	-14	1	0.95	-21	1	-4	5	21	1.1	108
CCOC(=O)N1CCN(C(=O)CCC(=O)N2CCOc3ccc(C)cc32)CC1	-5	-2	0.94	-1	1	13	-19	1	1.1	94
O=C(Cc1c(O)c2ccccc2[nH]c1=O)N(Cc1ccccc1)Cc1ccccc1	-2	-6	0.93	-10	1.1	0	-9	10	1	92
COc1ccc(NS(=O)(=O)c2cc(NC(=O)CC3CCCC3)ccc2N2CCOCC2)cc1	7	-5	1.1	14	1	6	-10	-14	0.9	93
O=C(NC1CCS(=O)(=O)C1)c1cccc(S(=O)(=O)N2CCCCCC2)c1 (stereo not drawn)	16	-10	.	7	1.1	14	-13	-7	0.8	89
O=C(CN1C(=O)/C(=C/c2ccccc2)SC1=S)NNC(=O)c1ccccc1O	1	-5	1.2	11	1	-8	-7	-11	1	97
COc1ccccc1C(=O)N/C(=C/c1ccc(Br)cc1)C(=O)N1CCCC1	-10	-1	0.77	-12	1	-1	-5	11	1.1	91
CC(C)CCNC(=O)C12CN(Cc3ccccc3)CC1C(c1cccc([N+](=O)[O-])c1)=NO2 (stereo not drawn)	11	-8	0.91	-3	1.1	4	0	3	0.9	94
Cc1cccc(C)c1NC(=O)CSc1nc(-c2ccco2)cc(C(F)(F)F)n1	-1	-4	1	3	1	4	-12	-3	1	102
CCc1ccc(NC(=O)C(CC)c2ccccc2)cc1 (stereo not drawn)	6	1	1	12	1	5	5	-12	0.9	103

Ordered by count of non-hydrogen atoms (highest first): 3 of the compounds above.
SMILES	Diaph inh CS	FLuc inh counter	NF-kB expr up	APP 5UTR inh	FLuc act counter	G6PDH CS	TLR4-MyD88 BLA	APP 5'UTR act	Diaphorase act	STAT1 activator
COc1ccc(NS(=O)(=O)c2cc(NC(=O)CC3CCCC3)ccc2N2CCOCC2)cc1	7	-5	1.1	14	1	6	-10	-14	0.9	93
O=C(CN1C(=O)/C(=C/c2ccccc2)SC1=S)NNC(=O)c1ccccc1O	1	-5	1.2	11	1	-8	-7	-11	1	97
O=C(Nc1c[nH]c(=O)[nH]c1=O)c1ccc([N+](=O)[O-])cc1	-14	1	0.95	-21	1	-4	5	21	1.1	108

Later entries.
SMILES	Diaph inh CS	FLuc inh counter	NF-kB expr up	APP 5UTR inh	FLuc act counter	G6PDH CS	TLR4-MyD88 BLA	APP 5'UTR act	Diaphorase act	STAT1 activator
O=C(CSc1nc(-c2ccccc2)cc(C(F)(F)F)n1)c1cccc([N+](=O)[O-])c1	3	3	1.2	0	1	-10	0	0	1	95
C=CCn1c(=S)[nH]c2sc3c(c2c1=O)CCC3	39	5	1.1	-2	1	10	13	2	0.6	94
CCOC(=O)c1ccc(NCc2nc3ccccc3n2C)cc1	10	30	2.9	-86	0.7	-3	-10	85	0.9	139*
CCOC(=O)c1cc(C#N)c(SCc2ccc(C#N)cc2)nc1C	.	.	1.2	10	.	.	3	-10	.	104
COc1ccc(Br)cc1C(=O)Nc1nnn(C)n1	13	-3	1.1	6	1	7	-4	-6	0.9	91
CCn1c(NCCc2ccc(OC)c(OC)c2)nc2c1c(=O)n(C)c(=O)n2C	3	-4	.	.	1	-8	.	.	1	.
COc1ccc(-n2cnc3scc(-c4ccccc4)c3c2=O)cc1	16	0	1.1	-4	1	5	-12	4	0.8	98
Cc1c(C(=O)NCC2CCCO2)oc2ccc3c(c12)C(=O)CC(C)(C)O3 (stereo not drawn)	22	67*	3.4*	-156	0.3	-1	3	156*	0.8	155*
Cc1cc([N+](=O)[O-])nn1CCCC(=O)Nc1c(C)n(C)n(-c2ccccc2)c1=O	-7	-3	1.4	-20	1	12	6	20	1.1	98
COc1ccc(N(C)S(=O)(=O)c2cccc(C(=O)NC3CCCCCC3)c2)cc1	21	-6	0.84	-2	1.1	6	-11	2	0.8	91
Cc1cccc(OCCCn2ccnc2)c1	13	-4	0.87	14	1	1	9	-15	0.9	103
